DUSP3 inh = DUSP3 (human) phosphatase inhibition. recombinant VHR phosphatase, pNPP absorbance. 0.52% of 290,000 active. inhibition, % at 13.3 µM. P51452; in the data active = inhibition above about 50%; note: some compounds called inactive have numbers as strong as hits
CCHF vOTU inh = CCHFV vOTU protease inhibition; 0.55% of 370,000 active; inhibition, % at 11.5 µM; Pep-AMC fluorescence; in the data active = inhibition above about 30%; note: 0% = vehicle wells with enzyme and 100% = no enzyme wells
SSB-PriA inh = inhibitors of Klebsiella pneumoniae PriA binding to SSB C-terminal tail | AlphaScreen SSBct-PriA binding, biotinylated peptide | inhibition, % at 33 µM | 0.6% of 430,000 active; in the data active = inhibition mostly above about 37%, no sharp cut-off; inactive = mostly below about 20%;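 note: plate controls were negative control peptide for no effect and reference peptide for full effect; strong numbers were not always called active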
Yp Topo-I inh = inhibitors of Yersinia pestis topoisomerase I. Y. pestis Topo-I cleavage product accumulation, plate reader. activity, % at 10 µM. 0.064% of 360,000 active; in the data active = activity above about 50%, passing the limit was not always enough; inconclusive = no clear call, values can overlap the other calls; note: inactives centre near 2
3CLpro inhibitor = SARS-CoV 3CLpro protease inhibition | P0C6X7 | recombinant SARS-CoV 3CLpro, quenched FRET peptide cleavage | inhibition, % at 6 µM | 0.14% of 290,000 active | AID 1706; in the data active = inhibition above about 12%
TcdB inh = inhibitors of Clostridioides difficile toxin B glycohydrolase; 0.24% of 350,000 active; AID 652162; P18177; inhibition, % at 9.99 µM; TcdB glycohydrolase enzymatic assay, plate reader; in the data active = inhibition above about 10%
Vc quorum ag = inducers of Vibrio cholerae quorum light production without autoinducers; activation, % at 18.7 µM; 0.16% of 350,000 active; V. cholerae BH1578 lux reporter, luminescence, 6 h; in the data active = activation mostly above about 9.7%, no sharp cut-off; inconclusive = no clear call, values can overlap the other calls; inactive = mostly below about 3.7%; note: not every result past the cut was called active; inactives centre near 0; reference of the scale not given here
PfHsp40 yeast = rescue of PfHsp40-mediated yeast toxicity; AID 504582; growth rescue, % at 12.5 µM; 0.68% of 340,000 active; S. cerevisiae expressing PfHsp40, growth rescue, ATP luminescence; in the data active = growth rescue above about 28%, passing the limit was not always enough; inconclusive = no clear call, values can overlap the other calls;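 note: yeast W303a lacking pdr1 and pdr3 grown in galactose medium; growth measured after three days at 30 °C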
Anthrax LF inh2 = anthrax lethal factor protease inhibition. multiplex microsphere protease cleavage assay, LF. inhibition, % at 10 µM. 0.12% of 360,000 active. AID 588501; note: plate controls were buffer without enzyme for full effect and enzyme alone for no effect
Target sequence (P15917 whole entry, looked up): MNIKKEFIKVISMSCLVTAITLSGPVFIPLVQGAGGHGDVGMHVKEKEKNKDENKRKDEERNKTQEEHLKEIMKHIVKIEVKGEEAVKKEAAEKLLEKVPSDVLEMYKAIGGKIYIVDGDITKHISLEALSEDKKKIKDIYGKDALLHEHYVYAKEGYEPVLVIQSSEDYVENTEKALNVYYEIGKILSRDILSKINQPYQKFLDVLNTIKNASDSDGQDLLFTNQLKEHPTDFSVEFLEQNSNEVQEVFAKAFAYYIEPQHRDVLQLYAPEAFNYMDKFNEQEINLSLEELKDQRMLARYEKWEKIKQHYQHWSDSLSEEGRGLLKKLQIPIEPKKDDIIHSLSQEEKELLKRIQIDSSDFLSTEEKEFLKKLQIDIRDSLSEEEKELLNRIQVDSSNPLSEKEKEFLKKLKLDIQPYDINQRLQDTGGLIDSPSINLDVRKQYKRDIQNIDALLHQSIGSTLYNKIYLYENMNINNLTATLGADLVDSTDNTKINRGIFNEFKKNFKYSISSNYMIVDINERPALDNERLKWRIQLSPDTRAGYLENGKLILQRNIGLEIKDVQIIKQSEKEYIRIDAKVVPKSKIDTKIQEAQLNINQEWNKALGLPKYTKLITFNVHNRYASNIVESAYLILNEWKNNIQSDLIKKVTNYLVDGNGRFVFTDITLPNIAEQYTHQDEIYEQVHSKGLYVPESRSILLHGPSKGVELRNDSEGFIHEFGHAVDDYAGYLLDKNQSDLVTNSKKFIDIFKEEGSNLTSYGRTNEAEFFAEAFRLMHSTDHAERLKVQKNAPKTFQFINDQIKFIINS
BoNT A protease = BoNT A light chain protease inhibition; inhibition, % at 10 µM; multiplex microsphere protease substrate cleavage, flow cytometry; 0.17% of 360,000 active; note: plate controls were buffer without enzyme for full effect and enzyme alone for no effect
Active calls of the source: *; i = inactive; ? = inconclusive; . = no result given; & = joins results of further samples. Cut-off read from the data, not from the text of the source, unless noted: active = inhibition above about 30%; inconclusive = no clear call, values can overlap the other calls; inactive = below that. Not all compounds are listed; count on the stated rates, not on these rows.

Screens in order – PfHsp40 yeast	3CLpro inhibitor	CCHF vOTU inh	TcdB inh	SSB-PriA inh	Anthrax LF inh2	Yp Topo-I inh	DUSP3 inh	Vc quorum ag	BoNT A protease
COc1ccc(C2CC2/C(C)=N/OC(=O)C2CC2)cc1 (stereo unspecified)
  0.0	3	10	0.6	.	-5	3	19	-0.3	0.1
Cc1noc(C)c1C(=O)OCC(=O)NCCc1ccccc1
  -0.3	.	-4	0.8	-7	1	4	.	i	1.9
CCCOc1ccccc1NP(=O)(Oc1ccccc1)Oc1ccccc1
  -0.1	1	11	0.6	-4	3	4	28	i	-2.8
CC(C)CN1C(=O)c2ccc(C(=O)Nc3ccncc3)cc2C1=O
  0.5	2	-11	-0.7	3	-2	0	1	i	-0.9
Cc1cc(C)cc(CC(=O)N2CCC2(C)C(=O)NS(=O)(=O)c2ccc(Br)cc2)c1 (stereo unspecified)
  .	.	-5	-2.8	.	-2	7	.	-4.5	-0.8
COc1ccc(N2CCN(C(=O)COC(=O)CCOc3cc(C)ccc3C)CC2)cc1
  -0.8	.	-5	3.6	15	-3	-7	.	i	-4.7
Cc1cn([C@H]2C[C@H](O)[C@@H](CNC(=O)CNC(=O)CN)O2)c(=O)[nH]c1=O
  .	.	0	0.2	.	-8	-5	.	i	-0.4
CC(=O)N1c2ccc(S(=O)(=O)N3CCC(C(=O)NCc4ccccc4Cl)CC3)cc2CC1C (stereo unspecified)
  -0.6	4	18	1.2	-1	2	0	-14	-0.4	1.7
CCOc1ccc(S(=O)(=O)N/N=C2/CCCC(=O)C2)cc1
  -0.7	-5	-4	.	.	0	-1	-2	0.2	0.5
COc1ccc(CCN(C)C(=O)CNC(=O)Cc2cccc3ccccc23)cc1OC
  0.0	-3	-4	-0.2	-10	-3	15	2	i	1.0
O=C(Nc1ccc([N+](=O)[O-])cc1)c1ccccc1F
  -1.4	0	-7	-1.0	-12	0	-4	10	-4.6	0.3
CC(C)(C)OC(=O)N1C(=O)[C@](OC(=O)c2ccccc2)(c2ccc(F)cc2)c2ccccc21
  .	.	8	0.7	.	5	.	.	.	0.4
Cc1c(C(=O)N2CCN(Cc3cccs3)CC2)oc2ccccc12
  -0.4	.	6	-0.3	0	-3	21	.	-2.6	0.6
CC(C)OCCCN1CN(S(=O)(=O)c2cccs2)c2nc3ccccc3nc21
  .	1	-15	1.5	-2	.	.	16	.	.
Cc1ccccc1OCC(=O)N(Cc1cccs1)C1CCS(=O)(=O)C1 (stereo unspecified)
  0.1	7	-1	.	-4	4	10	15	i	0.2
CCOc1cc(C(=O)Nc2ccc(N3CCN(S(C)(=O)=O)CC3)cc2)cc(OCC)c1OCC
  0.3	-2	3	.	-17	-1	-6	-1	i	0.0
N=c1oc2ccccc2cc1C(=O)Nc1cccc(F)c1
  0.4	2	-13	0.8	-7	1	0	-4	-0.8	-1.5
CC(C)Cc1nc2c(nnn2Cc2ccccc2F)c(=O)[nH]1
  0.7	-4	15	3.1	0	2	-2	24	i	-0.6
CCC1(CC)C(=O)NC(=S)N=C1N
  -1.4	.	-13	1.8	-15	-6	6	.	1.0	0.0
CCc1nnc(N/N=C/c2ccc(N3CCC(C)CC3)c([N+](=O)[O-])c2)n1N
  -0.4	8	88*	0.8	.	-3	-11	3	-0.2	0.3
Cc1cc(C(=O)CN2C(=O)NC3(CCCCC3C)C2=O)c(C)n1Cc1cccs1 (stereo unspecified)
  0.3	6	3	.	7	-1	5	3	i	-0.2
C=CCn1c(SCC(=O)c2ccc(F)cc2)nnc1-c1ccc2c(c1)OCO2
  -1.4	5	8	2.1	-3	2	25	29	-0.5	0.3
CCCCN(C(=O)CNC(=O)c1ccco1)C(C(=O)NC1CCCCC1)c1cccnc1 (stereo unspecified)
  1.6	-1	0	0.3	-5	-1	2	-20	-3.8	-0.4
O=C(COc1ccc(F)cc1)Nc1ccc2c(c1)OCCO2
  -0.6	4	0	-0.6	-14	4	-3	10	-1.6	-0.5
CC(C)C(=O)N(Cc1cc(=O)[nH]c2ccccc12)c1ccccc1
  0.7	5	0	.	-1	-4	9	-19	i	-0.2
CCCNC(=O)COc1cccc(C(=O)NCc2ccccc2)c1
  -0.9	-2	-7	1.6	-24	2	9	-14	-0.3	-0.3
COc1ccc(C)cc1NC(=O)c1ccc(-c2ccc(C(C)=O)cc2)o1
  0.1	-1	.	.	.	-1	-1	13	-1.1	0.2
COCCN=C1OC(=O)N2C(=O)C3=C4[C@@H](C[C@H]5C(=O)N(c6ccccc6)C(=O)[C@H]5[C@H]4[C@@]12Cc1ccccc1)[C@H]1C(=O)N(c2ccccc2)C(=O)[C@H]1[C@H]3C
  0.2	.	-8	0.1	6	-2	16	-16	-0.8	0.8
COc1ccc(C(=O)Nc2ccc(NC(=O)Cc3ccccc3)cn2)cc1
  0.6	-1	1	2.5	3	-10	-4	-3	-2.6	-0.8
COc1ccccc1CC(=O)Nc1ccc2c(C)cc(=O)oc2c1
  -1.2	2	-43	0.3	-10	2	-3	26	0.7	3.2
COc1cc(CNc2ccc(N3CCOCC3)cc2)cc(Br)c1OC
  -1.0	2	18	.	35	-2	5	45	1.2	-0.5
Cc1cccc2c1OCC/C2=N\NC(=O)COc1ccccc1
  0.9	2	3	0.3	.	0	30	10	i	-1.7
CC(Sc1ccccn1)C(=O)Nc1ccc2c(c1)OCO2 (stereo unspecified)
  -1.0	.	11	-4.1	9	-7	2	.	2.8	0.7
CC1(C(=O)NS(=O)(=O)C2CC2)CCCN(C(=O)COCc2ccccc2)C1 (stereo unspecified)
  .	.	-7	0.3	.	-7	-5	.	-0.9	-0.7
Cc1ccc(Nc2nnc(SCC(=O)NCCN3C(=O)CSC3=O)s2)cc1C
  0.9	2	-4	1.6	-17	0	11	18	0.6	-0.1
Clc1ccc2nc(-c3cccc(SC4CCCCC4)c3)c(NCc3ccccc3)n2c1
  -2.0	.	2	-0.1	-20	-15	-2	.	-0.6	-1.0
O=C(NCCc1ccc(C(F)(F)F)cc1)C1CC(=O)N(Cc2ccccc2)C1 (stereo unspecified)
  -1.7	.	7	1.3	4	-9	6	.	i	1.5
O=C(CCc1c[nH]c2ccccc12)N1CCN(c2ccc(F)cc2)CC1
  0.6	5	2	-1.0	-2	-1	9	17	-0.3	-0.9
Cc1ccc2c(Cl)cc(Cl)c(O)c2n1
  -0.7	.	29	-4.9	1	-2	3	.	-3.8	-0.3
CCOc1ccc(NC(=NCc2ccc3c(c2)OCO3)SC2CC(=O)N(c3ccc(C(=O)O)cc3)C2=O)cc1 (stereo unspecified)
  3.8	9	30*	.	9	2	21	12	2.4	0.5
O=C(Nc1ccccc1Oc1ccccc1)c1cccs1
  3.1	0	11	0.6	-34	9	4	26	i	-1.7
Cc1cc(OC(C)C(=O)NCCc2c[nH]c3ccccc23)c2c(C)cc(=O)oc2c1 (stereo unspecified)
  2.1	2	-2	0.1	-4	-2	0	21	1.4	-1.0
c1coc(-c2nc(-c3ccco3)c(-c3ccco3)nc2-c2ccco2)c1
  0.5	-1	35*	.	43*	.	5	51*	i	.
CCNc1nc(NCC)n2c(SCC(=O)Nc3ccccc3C(F)(F)F)nnc2n1
  -0.4	.	12	1.9	-4	-2	5	.	-1.0	-0.2
Cc1ccc(-n2c(=S)[nH]c3c(oc4ccccc43)c2=O)cc1
  -0.7	3	17	.	-6	0	1	-9	-0.1	0.8
CCCCCn1c(Sc2ccccc2)nc2c1c(=O)[nH]c(=O)n2C
  0.7	2	-4	3.4	0&-2	0	13	49	-0.2	0.1
C/C(=N\NC(=O)C(N)=O)c1ccc(Br)cc1
  -1.3	0	-3	.	.	0	1	4	-3.3	-0.8
Cc1ccc(CNCC(O)(c2ccc(F)cc2)c2ccc(F)cc2)cc1
  -1.2	-10	19	.	-26	-8	0	21	-1.4	?
Cc1ccc(NC(=O)C2CC(=O)Nc3ncnn32)c(C)c1 (stereo unspecified)
  -0.4	1	-5	-0.8	-7	2	-1	23	i	-0.7
COc1ccc(C(CC(=O)Nc2ccccc2OC)n2cccc2)cc1 (stereo unspecified)
  0.5	2	5	.	10	-2	-3	5	-0.2	-1.1

Grouped by structure: the entries above with fluorine
Screens in order – PfHsp40 yeast	3CLpro inhibitor	CCHF vOTU inh	TcdB inh	SSB-PriA inh	Anthrax LF inh2	Yp Topo-I inh	DUSP3 inh	Vc quorum ag	BoNT A protease
O=C(Nc1ccc([N+](=O)[O-])cc1)c1ccccc1F
  -1.4	0	-7	-1.0	-12	0	-4	10	-4.6	0.3
CC(C)(C)OC(=O)N1C(=O)[C@](OC(=O)c2ccccc2)(c2ccc(F)cc2)c2ccccc21
  .	.	8	0.7	.	5	.	.	.	0.4
N=c1oc2ccccc2cc1C(=O)Nc1cccc(F)c1
  0.4	2	-13	0.8	-7	1	0	-4	-0.8	-1.5
CC(C)Cc1nc2c(nnn2Cc2ccccc2F)c(=O)[nH]1
  0.7	-4	15	3.1	0	2	-2	24	i	-0.6
C=CCn1c(SCC(=O)c2ccc(F)cc2)nnc1-c1ccc2c(c1)OCO2
  -1.4	5	8	2.1	-3	2	25	29	-0.5	0.3
O=C(COc1ccc(F)cc1)Nc1ccc2c(c1)OCCO2
  -0.6	4	0	-0.6	-14	4	-3	10	-1.6	-0.5
O=C(NCCc1ccc(C(F)(F)F)cc1)C1CC(=O)N(Cc2ccccc2)C1 (stereo unspecified)
  -1.7	.	7	1.3	4	-9	6	.	i	1.5
O=C(CCc1c[nH]c2ccccc12)N1CCN(c2ccc(F)cc2)CC1
  0.6	5	2	-1.0	-2	-1	9	17	-0.3	-0.9
CCNc1nc(NCC)n2c(SCC(=O)Nc3ccccc3C(F)(F)F)nnc2n1
  -0.4	.	12	1.9	-4	-2	5	.	-1.0	-0.2
Cc1ccc(CNCC(O)(c2ccc(F)cc2)c2ccc(F)cc2)cc1
  -1.2	-10	19	.	-26	-8	0	21	-1.4	?
